Source: PubChem
EPAC1 antagonist: antagonists of human EPAC1; EPAC1 GEF assay, Rap1b-BODIPY-GDP exchange fluorescence; Potency, µM (top dose mostly 115 µM), for the others: top-dose activity change, negative = inhibition, hits mostly inhibitors; hit rate 0.14% among 360,000;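 further: potency means the concentration at half of the fitted maximal effect; plate controls were vehicle for no effect and positive control for full effect; nearly all actives have a fitted effect of over 50% in size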
PI5P4K alpha inh: blocks human PI5P4K alpha kinase activity | PI5P4Kalpha enzyme, ADP-Glo luminescence, 60 min; stronger effect = lower value | hit rate 1.2% among 330,000 | P48426 | max response, % | AID 652105; active means max response of -50% or lower; inconclusive means between -30% and -50%; inactive means -30% or higher; further: value at the top dose of about 77 µM; on the % scale 0 is the no-effect control and ±100 the full control effect
Target sequence (P48426 whole entry, looked up): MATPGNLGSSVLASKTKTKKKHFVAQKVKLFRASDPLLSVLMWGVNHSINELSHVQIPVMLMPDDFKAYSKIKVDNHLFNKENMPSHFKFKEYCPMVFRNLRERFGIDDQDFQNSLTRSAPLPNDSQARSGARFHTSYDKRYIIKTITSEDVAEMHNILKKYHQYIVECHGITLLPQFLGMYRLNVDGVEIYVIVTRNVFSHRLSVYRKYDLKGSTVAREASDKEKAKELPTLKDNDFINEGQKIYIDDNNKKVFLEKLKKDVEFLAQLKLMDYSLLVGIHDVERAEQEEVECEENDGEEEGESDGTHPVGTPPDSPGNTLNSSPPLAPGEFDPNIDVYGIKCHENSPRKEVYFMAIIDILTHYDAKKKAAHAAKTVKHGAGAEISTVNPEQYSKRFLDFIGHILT
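Quantitative HTS of the MLSMR library against PI5P4Kalpha with substrate. ATP added last at 5 microM final; room temperature, 60 minutes. Remaining ATP depleted, ADP converted and read as luminescence.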
PLK1 PBD block: blocks phosphopeptide binding to human PLK1 polo-box domain. Potency, µM, without a hit: max response, negative = inhibition, hits mostly inhibitors. Plk1 PBD binding of FITC phosphopeptide, fluorescence polarization. hit rate 2.8% among 360,000. P53350; further: potency means the concentration at half of the fitted maximal effect; series mostly up to about 57 µM; on the % scale 0 is the no-effect control and ±100 the full control effect; nearly all actives have a fitted effect of over 65% in size
IL2 activator: IL-2 activation. IL-2 activation reporter assay, cell-based qHTS; stimulated with anti-CD3/CD4/CD28 beads; in transgenic mouse T cells. activation, % (series mostly up to about 46 µM). hit rate 0.065% among 360,000; in the data active means activation above about 50%; inconclusive means mostly about 30% to 49%; further: 0% is about no effect
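Unstimulated transgenic mouse T cells preincubated 60 min with compound, then stimulated with anti-CD3/anti-CD4-coated beads plus anti-CD28 for 18 h at 37 degrees C. IL-2 response read as EGFP and DsRed fluorescence by plate cytometry.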
GLP-1R inv ag: inverse agonists of human GLP-1 receptor. P43220. HEK293 GLP-1R CRE-luciferase, luminescence, 24 h; GLP-1R form is constitutively active. Potency, µM (titrated, usually from 38.3 µM), without a hit: at the top dose activity change, negative = inhibition, hits mostly inhibitors. hit rate 1.6% among 410,000. AID 624417; further: potency means the concentration at half of the fitted maximal effect; on the % scale 0 is the no-effect control and ±100 the full control effect; nearly all actives have a fitted effect of over 55% in size
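Cells are plated, allowed 12 hours at 37 deg C, then treated with compounds for 24 hr before luciferase detection reagent is added and luminescence is read after 12 min at room temperature. The HEK293 line carries constitutively active GLP-1R with a cAMP-responsive reporter.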
PTHR1 agonist: agonists of human PTHR1 parathyroid hormone receptor; Q03431; HEK293 GP2 PTHR1 cells, GloSensor cAMP luminescence, 1 h; Potency, µM (top dose mostly 115 µM), for inactives: top-dose activation, hits mostly activators; hit rate 0.075% among 410,000; AID 743266; further: potency means the concentration at half of the fitted maximal effect; nearly all actives have a fitted effect of over 55% in size; some results filed as inactive show a strong effect at the top dose; inactives centre near -15; many of its hits are not listed in these tables
Target sequence (Q03431 whole entry, looked up): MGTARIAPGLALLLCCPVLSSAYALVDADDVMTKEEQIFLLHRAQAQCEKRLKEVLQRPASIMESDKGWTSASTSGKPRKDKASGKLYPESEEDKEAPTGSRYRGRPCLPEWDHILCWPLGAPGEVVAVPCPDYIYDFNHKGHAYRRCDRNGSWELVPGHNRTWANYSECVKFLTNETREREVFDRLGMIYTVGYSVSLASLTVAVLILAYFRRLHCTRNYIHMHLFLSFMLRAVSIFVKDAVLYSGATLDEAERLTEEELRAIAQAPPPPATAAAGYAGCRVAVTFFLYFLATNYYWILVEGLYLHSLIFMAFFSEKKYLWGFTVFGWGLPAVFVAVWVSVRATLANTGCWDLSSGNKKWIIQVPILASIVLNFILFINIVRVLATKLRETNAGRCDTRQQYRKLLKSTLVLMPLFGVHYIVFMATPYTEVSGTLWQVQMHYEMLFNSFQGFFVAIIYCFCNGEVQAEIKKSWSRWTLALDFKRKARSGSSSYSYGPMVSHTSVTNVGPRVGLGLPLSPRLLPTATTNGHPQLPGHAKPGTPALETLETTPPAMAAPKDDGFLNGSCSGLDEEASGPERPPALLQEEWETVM
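HEK-293-derived GP2 cells expressing PTHR1 and a GloSensor cAMP reporter, 3,000/well, plated overnight, given luciferin plus IBMX (each 0.5 mM as added) for 1 h at 37 °C, then compound for 1 h at 37 °C. Luminescence was read after 15 min at room temperature.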
EPAC1 ag: agonists of human EPAC1; O95398; EPAC1 agonist qHTS, biochemical assay; response scale: 100% = response to 6.5 mM cAMP; Potency, µM (doses to about 154 µM), for inactives: at the top dose activation, hits mostly activators; hit rate 0.073% among 360,000; further: potency means the concentration at half of the fitted maximal effect; nearly all actives have a fitted effect of over 60% in size
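Compounds were pinned as a concentration titration into mixtures of EPAC1 (100 nM), BODIPY-GDP-loaded Rap1B (250 nM) and GDP (50 uM). After 5 min at room temperature, fluorescence was followed for 30 min; activity was scaled to 6.5 mM cAMP.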
GLP1R cytotox: cytotoxicity counter-screen for GLP-1 receptor inverse agonists. Potency, µM (highest dose often 38.3 µM), inactives show at the highest dose activity change, negative = inhibition, usual class: inhibitors. hit rate 0.13% among 410,000. HEK293 cAMP-luciferase reporter cells, luminescence, 24 h;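 further: loss of luciferase light is scored as toxicity; potency means the concentration at half of the fitted maximal effect; on the % scale 0 is the no-effect control and ±100 the full control effect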
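Seeding density was 200 cells/uL; after overnight-length (12 h) culture, 23 nL compounds went on for 24 h at 37 °C. Readout used a luciferase detection reagent, luminescence taken after 12 min at room temperature.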
GLP1R ag: agonists of human GLP-1 receptor | P43220 | HEK293 GLP-1R CRE-luciferase, luminescence, 4-6 h; cells express a hypersensitive GLP-1R form | Potency, µM (doses to about 45.6 µM), without a hit: at the highest dose activation, actives largely listed as activators | hit rate 0.007% among 380,000 | AID 624172; further: potency means the concentration at half of the fitted maximal effect; % of control where 0% means no effect
Active calls of the source: *; i = inactive; ? = inconclusive; . = not tested or not shown; [ ] = remark or other dose. Unless noted, the call rests on the fitted dose curve; in most records, active means well fitted curve in the direction sought with a large enough effect; inconclusive means small, poorly fitted or top-dose-only effect, or another doubt; inactive means no such curve, though single readings can be large; an effect the other way counts as inactive or inconclusive.

#	compound	EPAC1 antagonist	PI5P4K alpha inh	PLK1 PBD block	IL2 activator	GLP-1R inv ag
1	CC1CCC(NC(=O)CCCCn2c(=O)[nH]c3ccsc3c2=O)CC1 (stereo not drawn)	11%	0	-14%	0.1	7%
2	COc1ccc(-n2c(C)cc(/C=C3\C(=N)N4N=C(CC(=O)N5CCOCC5)SC4=NC3=O)c2C)c(OC)c1	-17%	-18	-12%	0.8	-10%
3	CCOCC(=O)Nc1nc2ccc(C)cc2s1	1%	-2	-25%	-2.4	-10%
4	Cc1cc(C)n(-c2cc(-n3nc(C)cc3C)ncn2)n1	-1%	-3	-6%	3.6	2%
5	Cc1cc(C(=O)COC(=O)c2ccc3c(c2)OCO3)c(C)n1CC1CCCO1 (stereo not drawn)	-9%	-4	-10%	2.2	?
6	CCc1nn(CC(=O)NCCN2CCN(C)CC2)c(=O)c2cc3occc3n12	0%	-2	2%	-0.1	?
7	COc1cccc(C2N(c3ccccc3)CCN2c2ccccc2)c1OC	-10%	11	-11%	-4.8	16%
8	CC(=O)Nc1ccc(NC(=O)c2cc(C3CC3)nc3c2cnn3C(C)C)cc1	-14%	-21	-7%	-1.0	14%
9	O=C1C=C(NNC(=O)c2cccnc2)CC(c2ccco2)C1 (stereo not drawn)	21%	6	-3%	0.5	3%
10	COCCn1c(SCc2ccc(C)cc2)nc2c1c(=O)[nH]c(=O)n2C	22%	3	-14%	2.7	32%[activator]
11	COc1ccc(-c2cc(C3CCNCC3)[nH]n2)cc1	6%	4	-7%	0.9	-23%
12	Cc1cccc(C)c1OCc1cc(C(=O)N(C)Cc2cc(C3CC3)n[nH]2)no1	-8%	6	-2%	-3.5	?
13	CC(C)(C)OC(=O)C[C@H]1C/C=C\C[C@@H](CC(=O)N[C@@H](CO)Cc2ccccc2)C(=O)NC[C@H](c2ccccc2)OC1=O	-6%	-6	-11%	-0.3	11%
14	CCOC(=O)COc1cc(N)c(Cl)cc1Cl	-28%	0	-7%	1.8	-19%
15	CC1(C(=O)Nc2cccc3c2CCCC3)CCN1C(=O)c1cccc(F)c1 (stereo not drawn)	0%	0	-1%	0.0	-21%

#	PTHR1 agonist	EPAC1 ag	GLP1R cytotox	GLP1R ag
1	i	-4%	9%	14%
2	-21%	-3%	-17%	0%
3	-25%	-3%	-10%	-3%
4	i	5%	-23%	-4%
5	-8%	-3%	-3%	3%
6	i	7%	-15%	-17%
7	i	2%	-4%	4%
8	i	-11%	-1%	?
9	i	?	-1%	-3%
10	i	9%	3%	-3%
11	-17%	-13%	-5%	15%
12	i	1%	-4%	-4%
13	-3%	-3%	11%	4%
14	5%	-6%	-2%	0%
15	-2%	-8%	-2%	-4%

New compounds follow:
#	compound	EPAC1 antagonist	PI5P4K alpha inh	PLK1 PBD block	IL2 activator	GLP-1R inv ag
16	O=C(Nc1ccc(C(F)(F)F)cc1)C1(c2ccccc2)CC1	-20%	7	0%	-4.0	?
17	O=C(CCCn1nnc(-c2cccnc2)n1)c1ccc(F)cc1	-3%	.	-10%	-2.7	0%
18	CCc1ccccc1NC(=O)N1C2CCCC1CC(NC(=O)C(C)(C)C)C2 (stereo not drawn)	-10%	-5	-7%	0.6	-1%
19	CCC(=O)Nc1ccc(N2CCN(C(=O)c3ccccc3C)CC2)cc1	19%	.	-6%	-3.7	-12%
20	O=C(O)c1ccc2c(=O)n3c(nc2c1)/C(=C/c1ccccc1Br)CC3	11%	-4	-12%	3.7	-1%
21	COCCN(Cc1cc2cccc(C)c2[nH]c1=O)C(=O)c1ccccc1	-6%	0	1%	-2.1	?
22	COc1ccc(CCNC(=O)Cc2ccsc2)cc1	11%	-7	-15%	-1.2	-14%
23	NC(=O)C1CCCN(C(=O)c2ccc(NC(=O)c3cccs3)cc2)C1 (stereo not drawn)	8%	-9	-7%	-2.6	7%
24	COc1ccc(-c2cnn3cc(-c4cccc(Cl)c4)cnc23)cc1	4%	5	-6%	0.0	-5%
25	O=C(CCc1nc(-c2ccccc2Cl)no1)NC1CCCCC1	-17%	1	-11%	-0.8	-12%
26	O=C1N/C(=N\S(=O)(=O)Cc2ccccc2)S/C1=C/c1cccc([N+](=O)[O-])c1	-15%	?	-30%	-0.3	?
27	CN(C)CCNC(=O)c1cc(Br)ccc1Cl	10%	.	-5%	-2.4	0%
28	O=C(OCc1ccccc1)N(CCF)c1cn(Cc2ccccc2)c(=O)n(Cc2ccccc2)c1=O	-11%	0	-8%	-1.0	10µM*
29	CCc1c(O)nc(SCC(=O)Nc2ccccc2)n(-c2ccccc2C)c1=O	2%	7	-14%	0.0	1%
30	Cc1cc(C)nc(NC(=O)Nc2ccccc2C(F)(F)F)n1	-2%	.	-10%	-2.3	23%

#	PTHR1 agonist	EPAC1 ag	GLP1R cytotox	GLP1R ag
16	-49%	-9%	26%	10%
17	i	10%	4%	-1%
18	-11%	5%	-2%	-1%
19	i	5%	-10%	3%
20	i	8%	-3%	1%
21	i	-3%	-4%	13%
22	-9%	8%	?	2%
23	i	11%	14%	0%
24	i	1%	2%	7%
25	i	5%	16%	16%
26	-46%[inhibitor]	-4%	0%	-2%
27	13%	7%	5%	-11%
28	-18%	16%	-3%	18%
29	i	3%	-4%	-7%
30	-22%	2%	-21%	19%

Remaining list, next part:
#	compound	EPAC1 antagonist	PI5P4K alpha inh	PLK1 PBD block	IL2 activator	GLP-1R inv ag
31	COC(=O)c1c(NC(C)=O)sc(C(=O)N2CCOCC2)c1C	4%	6	1%	-0.1	15%
32	O=C(NCc1ccccc1)c1ccc(=O)oc1	5%	7	3%	-0.5	9%
33	Cc1cc(C)nc(SCC(=O)NN=C2CCCC2)n1	-4%	-50*	6.7µM*	-1.2	19%
34	CCOC(=O)c1c2c(c(=S)n(-c3ccccc3)c1N)CCC2	-22%	.	-8%	-0.5	?
35	Cc1nc2nc(CSc3nc4ccccc4s3)cc(=O)n2[nH]1	9%	-22	-19%	1.4	26%
36	Cc1nn(-c2ccccc2)c(C)c1/C=C/C(=O)OCC(=O)NC1CCS(=O)(=O)C1 (stereo not drawn)	8%	-4	-11%	-1.1	7%
37	COc1ccc(NC(=O)c2cc(-c3ccc(C)o3)nc3ccccc23)c(OC)c1	-6%	-27	-12%	-0.7	6%
38	COc1ccc(OCC(=O)NCc2nc(-c3ccccc3)no2)cc1	-16%	-58*	30µM*	-4.4	15%
39	Cn1c(SCc2ccccc2)nc(C(F)(F)F)cc1=O	-12%	2	?	-1.1	6%[7.66 µM]
40	COc1ccc(CCC(=O)Nc2ccc(-c3noc(-c4ccc(OC)c(OC)c4)n3)cc2)cc1	-12%	.	-6%	-0.7	5%
41	COc1cccc(COC(=O)C2CC(=O)N(Cc3ccco3)C2)c1OC (stereo not drawn)	-11%	4	-11%	-2.6	-4%
42	Cc1cc2c(N=NC(=O)CCc3ccccc3)c(O)[nH]c2cc1Br	-2%	4	-4%	-0.3	30%
43	Cc1oc(-c2ccccc2Cl)nc1Cn1cccc1C1=NC(c2ccccc2)CO1 (stereo not drawn)	-1%	2	4%	-3.0	?
44	COc1ccc(S(=O)(=O)N2CCN(Cc3cc(OC)c(OC)c(OC)c3)CC2)cc1	-1%	-3	-2%	0.6	8%
45	COc1ccccc1OCC(O)CN1CCOCC1 (stereo not drawn)	0%	-2	-4%	2.5	4%

#	PTHR1 agonist	EPAC1 ag	GLP1R cytotox	GLP1R ag
31	i	-5%	1%	2%
32	i	-8%	-18%	17%
33	i	-4%	0%	-5%
34	?	6%	-2%	16%
35	i	5%	10%	-6%
36	i	3%	-5%	13%
37	-29%	7%	7%	11%
38	i	-4%	15%	0%
39	i	-16%	6%[7.66 µM]	18%
40	-9%[57.5 µM]	3%	-1%	2%
41	i	-11%	5%	0%
42	i	11%	3%	11%
43	-36%[inhibitor]	-6%	-9%	11%
44	-15%	5%	-2%	-4%
45	i	1%	-4%	13%

(cont.)
#	compound	EPAC1 antagonist	PI5P4K alpha inh	PLK1 PBD block	IL2 activator	GLP-1R inv ag
46	Cc1cccc(NC(=O)CN(C)S(=O)(=O)c2ccc3c(c2)n(C)c(=O)c(=O)n3C)c1C	1%	-4	2%	-1.0	10%
47	O=C(COc1ccc2cc(Br)ccc2c1Br)N1CCOCC1	-27%	22	-1%	1.5	?
48	CCOc1ccc(-n2cc(-c3ccccc3)c3c(N4CCOCC4)ncnc32)cc1	-7%	14	-6%	0.1	?
49	CCCCOc1ccc(C2C(C(=O)c3cccs3)=C(O)C(=O)N2CCN2CCOCC2)cc1 (stereo not drawn)	9%	-1	-11%	0.6	-8%

#	PTHR1 agonist	EPAC1 ag	GLP1R cytotox	GLP1R ag
46	-30%	7%	-13%	-3%
47	-87%[inhibitor]	9%	-6%	-5%
48	-1%	7%	?	-1%
49	-11%	16%	-4%	-3%

This is a subset; count on the stated rates, not on these rows.
